STK33 inh: inhibitors of purified STK33 kinase, primary screen, biochemical, ADP-Glo luminescence, homogeneous, cell-free. inhibition, % at 10 µM. 320,000 compounds, 0.073% hits. Serine/threonine-protein kinase 33 (Homo sapiens), Q9BYT3. AID 2661, 2010. MBP phosphorylation;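 active = inhibition at or above 25%, using the most active replicate where run in duplicate; inactive = inhibition below 25%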
Target sequence (Q9BYT3 whole entry, looked up): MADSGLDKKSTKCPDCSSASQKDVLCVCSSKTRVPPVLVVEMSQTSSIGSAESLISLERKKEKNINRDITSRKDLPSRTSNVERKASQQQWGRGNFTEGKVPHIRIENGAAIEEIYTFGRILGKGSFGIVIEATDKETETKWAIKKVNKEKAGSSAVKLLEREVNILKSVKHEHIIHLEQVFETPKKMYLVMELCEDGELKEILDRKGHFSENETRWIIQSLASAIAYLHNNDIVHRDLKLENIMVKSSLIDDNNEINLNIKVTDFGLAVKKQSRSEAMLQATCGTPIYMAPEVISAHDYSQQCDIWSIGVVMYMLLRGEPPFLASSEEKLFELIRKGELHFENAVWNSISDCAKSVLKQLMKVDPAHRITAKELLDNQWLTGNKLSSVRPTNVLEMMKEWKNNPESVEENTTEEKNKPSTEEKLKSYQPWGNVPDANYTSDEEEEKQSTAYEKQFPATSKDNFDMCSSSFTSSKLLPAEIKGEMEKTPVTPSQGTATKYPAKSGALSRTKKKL
OX1R FRET antag: antagonists of human orexin 1 receptor (OX1R) | 330,000 compounds, 1.8% hits | Orexin/Hypocretin receptor type 1 (Homo sapiens), O43613 | inhibition, % at 6.6 µM | AID 485270, 2010 | OX1R-expressing cells, FRET antagonist read-out; in the data active = inhibition mostly above about 38%, no sharp cut-off; inactive = mostly below about 40%;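 also: 0% = agonist challenge alone and 100% = reference antagonist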
Target sequence (O43613 whole entry, looked up): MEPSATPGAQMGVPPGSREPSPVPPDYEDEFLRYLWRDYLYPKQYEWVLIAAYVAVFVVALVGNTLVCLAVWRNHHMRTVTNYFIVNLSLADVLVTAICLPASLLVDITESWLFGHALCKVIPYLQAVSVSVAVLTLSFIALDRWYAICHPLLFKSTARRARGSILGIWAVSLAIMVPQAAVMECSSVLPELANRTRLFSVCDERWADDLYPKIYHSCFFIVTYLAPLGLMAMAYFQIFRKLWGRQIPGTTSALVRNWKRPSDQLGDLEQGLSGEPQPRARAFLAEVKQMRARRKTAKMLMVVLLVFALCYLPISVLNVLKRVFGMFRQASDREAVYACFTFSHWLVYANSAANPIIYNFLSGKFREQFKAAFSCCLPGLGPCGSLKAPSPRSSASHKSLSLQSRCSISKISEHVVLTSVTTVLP
Active calls of the source: *; nt = not tested or not shown.

Sequence of screens: OX1R FRET antag	STK33 inh
O=c1ccc(-c2ccc(S(=O)(=O)Nc3ccc(F)cc3)o2)n[nH]1
  9	-2.2
COc1ccc(CC(=O)OCC(=O)Nc2ccc3c(c2)OCCO3)cc1OC
  11	-0.9
CC(C)CCNC(=O)CN(C(=O)CCC(=O)Nc1ccccn1)c1ccc2c(c1)OCO2
  5	-0.8
CC1=CC(C)(C)N(C(=O)c2ccccc2)c2ccccc21
  10	-0.6
Cc1cc(C(C)(C)C)cc(S(=O)(=O)NCCO)c1C
  11	-0.1
CCOc1ccc(C(=O)NCc2cccnc2)cc1
  9	-1.0
Cc1cccc(C)c1NC(=S)N(CCN1CCCCCC1)Cc1ccco1
  17	-0.9
COc1ccc(CCNC(=O)CCCN2C(=O)c3ccccc3C2=O)cc1
  5	-1.7
CCN(CC)Cc1c(O)ccc2c(=O)c(-c3ccccc3Cl)coc12
  10	-0.8
Cc1ccc(C)c(-n2c(CNC(=O)c3ccco3)nnc2SCC(=O)Nc2nnc(C)s2)c1
  3	-0.8
O=[N+]([O-])c1ccc(NS(=O)(=O)N2CCOCC2)cc1
  10	-1.4
COc1ccccc1N1C(=O)C2C(C(=O)c3ccccc3)=NN(c3ccc(Br)cc3)C2C1=O (stereo not drawn)
  13	-0.4
O=C1N(c2ccc3c(c2)OCCO3)C(c2ccccc2)C1(F)F (stereo not drawn)
  4	-2.2
COc1ccc(N2CCN(CCNC(=O)Nc3cc(Cl)ccc3Cl)CC2)cc1
  nt	-0.7
Cc1nn(Cc2ccccc2)c(C)c1C(=O)N1CCN(CC(=O)Nc2ccccc2Cl)CC1
  4	-1.9
CCc1ccc(/C=C/C(=O)c2cc(Br)ccc(=O)c2O)cc1
  15	2.4
CCOC(=O)c1ccc(NC(=O)CSC2=NN3CCCC(=O)N=C3S2)cc1
  -2	0.5
Cc1ccc2nc(N3C(=O)C(O)=C(C(=O)c4ccco4)C3c3cccc(O)c3)sc2c1 (stereo not drawn)
  6	9.0
Cc1ccccc1-c1cn(-c2ccccc2)c(=S)[nH]1
  12	-1.5
COc1ccc(CNC(=O)c2cccc(NC3=NC4CS(=O)(=O)CC4S3)c2)cc1 (stereo not drawn)
  12	-0.5
O=C(CN1C(=O)c2ccccc2C1=O)OCC(=O)c1ccc(F)cc1
  15	-0.2
CCCn1c(N)c(N(CCOC)C(=O)c2ccc(N3CCCC3=O)cc2)c(=O)[nH]c1=O
  14	1.3
Cc1cccc(CSc2nnc(-c3ccccn3)n2N)c1
  13	-0.1
COc1ccc(C2CC(=O)N(CC(=O)NCC3CCCO3)c3ccccc3S2)cc1 (stereo not drawn)
  12	0.0
CCc1cccc(C)c1NC(=O)CSc1nc2ccccc2n1CC(=O)N(C)C
  4	-0.5
CCCNC(=O)Nc1cc(OCC)c(N2CCOCC2)cc1OCC
  12	-1.0
Cc1ccc(NC(=O)COC(=O)c2ccc(NC(=O)CC#N)cc2)cc1S(=O)(=O)N1CCOCC1
  13	-0.5
CC(C)Oc1ccc(CNC2CCOC(C)(C)C2)cc1 (stereo not drawn)
  -1	-0.7
CCOc1cc(C2C(C(=O)OC)=C(C)N=C3SC(C)C(=O)N32)ccc1OC(C)=O (stereo not drawn)
  12	0.5
CCOCCCNc1nc(C(F)(F)F)nc2c1nnn2Cc1ccccc1Cl
  5	1.1
C/C=C(\NC(C)=O)c1ccccc1
  5	-1.7
CCc1ccc2c(c1)C(=O)c1ccccc1C2=O
  30	1.8
O=C(COC(=O)Cn1cnc2ccccc2c1=O)NNC(=O)c1ccc(Br)cc1
  9	0.6
CSc1nc2n(n1)C(c1ccccn1)C1=C(CC(C)(C)CC1=O)N2 (stereo not drawn)
  8	-1.2
CC1=CC(=O)CC(C)(C)[C@@]1(O)/C=C/[C@@H](C)O[C@@H]1O[C@H](CO)[C@@H](O)[C@H](O)[C@H]1O
  -1	nt
CCOC(=O)N1CCC(NC(=O)CSc2cc(=O)n(CC)c3ccccc23)CC1
  9	-1.1
Cc1cc(Cn2nc(-c3ccccc3C)cc2C(=O)O)on1
  -1	-4.1
O=c1c2ccccc2c(-c2ccc(O)cc2)nn1-c1cccc(C(F)(F)F)c1
  28	-1.8
CNC(=S)N(CCc1c(C)[nH]c2ccc(Cl)cc12)Cc1cccnc1
  10	-1.9
CC(C)(C)NC(=O)C(=O)NN=C1CCCCCCC1
  8	-1.0

Six records picked at random from those above, as already listed:
Sequence of screens: OX1R FRET antag	STK33 inh
Cc1ccc(NC(=O)COC(=O)c2ccc(NC(=O)CC#N)cc2)cc1S(=O)(=O)N1CCOCC1
  13	-0.5
CC(C)(C)NC(=O)C(=O)NN=C1CCCCCCC1
  8	-1.0
CCc1cccc(C)c1NC(=O)CSc1nc2ccccc2n1CC(=O)N(C)C
  4	-0.5
CC(C)Oc1ccc(CNC2CCOC(C)(C)C2)cc1 (stereo not drawn)
  -1	-0.7
CCCNC(=O)Nc1cc(OCC)c(N2CCOCC2)cc1OCC
  12	-1.0
COc1ccc(C2CC(=O)N(CC(=O)NCC3CCCO3)c3ccccc3S2)cc1 (stereo not drawn)
  12	0.0

New compounds follow.
Sequence of screens: OX1R FRET antag	STK33 inh
Cc1ccc(C2OC3=C(C(=O)CC(C)(C)C3)C(N)=C2C#N)o1 (stereo not drawn)
  12	-0.9
CCN1CCN(c2cc(C)c3cc(NC(=S)NCCCOC)ccc3n2)CC1
  7	-1.3
Cc1ccc(NC(=O)CC(C)CC2=NS(=O)(=O)c3ccccc3N2)cc1 (stereo not drawn)
  15	-0.3
CCc1ccc(NC(=O)C(=O)NCc2ccccn2)cc1
  13	-0.2
N#CC(C#N)=Cc1ccc(-c2ccc(S(=O)(=O)N=C(N)N)cc2)o1
  52	2.2
CCN(Cc1ccccc1)C(c1cc2cc(C)cc(C)c2[nH]c1=O)c1nnnn1CCOC (stereo not drawn)
  12	1.2
O=c1c2[nH]cnc2n(-c2cccc(Br)c2)c(=O)n1Cc1ccccc1
  4	-0.8
COc1ccccc1CC(=O)Nc1ccc(S(=O)(=O)N2CCCCC2)cc1
  -1	-0.5
CC1CCN(Cc2nnnn2-c2cccc([N+](=O)[O-])c2)CC1
  15	0.8
Cc1cccc(CN2C(=O)N/C(=C/c3ccc(C)s3)C2=O)c1
  31	-0.9
COc1ccc(C(=O)OCC2CC(c3ccccc3)=NO2)cc1OC (stereo not drawn)
  3	-1.7
O=C(CSc1nnc(-c2cccnc2)n1C1CCCCC1)NC1CCCC1
  10	-2.7
COc1ccccc1C(C)NS(=O)(=O)c1cccs1 (stereo not drawn)
  -6	-0.6
COc1ccc(Cl)cc1S(=O)(=O)N1CCCC1=O
  53	0.2
CCN(CC(=O)NCc1ccc(F)cc1)Cc1nc2ccccc2c(=O)[nH]1
  10	-0.5
Cc1ccc(OCCC(=O)NNC(=O)c2ccccc2F)cc1
  1	-0.5
Cc1cc(/C=N/Nc2nc(N3CCOCC3)nc(N3CCOCC3)n2)c(C)n1-c1ccccc1
  3	-0.4
COc1ccccc1NS(=O)(=O)c1cccc(N=C2N=C(N)c3ccccc32)c1
  6	0.8
CCC(CC)C(=O)Nc1ccc(Sc2ccc([N+](=O)[O-])cc2)cc1
  41*	-1.1
CCC(C)(C(=O)NC1CCCCC1)N(Cc1cccs1)C(=O)c1ccc(=O)[nH]c1 (stereo not drawn)
  10	-0.1
O=C(NCCCO)c1ccc2[nH]c3c(c2c1)CCCC3
  21	-4.0
CNc1ncc(Cc2ccccc2)s1
  3	-0.6
COc1cccc(CSc2nnc(C(F)(F)F)n2Cc2ccc(F)cc2)c1
  -2	-1.4
COc1ccc(C(=O)NCC(=O)OC2CCCCC2=O)cc1 (stereo not drawn)
  29	-0.5
O=C(COC(=O)CNS(=O)(=O)c1ccc(F)c(F)c1F)NCCc1ccccc1
  4	-1.9
COc1ccc(S(=O)(=O)NNC(=O)Nc2ccccc2OC)c(OC)c1
  nt	-0.8
COc1c(C)cc(C(=O)C2CCCN(C(=O)c3cc(C4CC4)[nH]n3)C2)cc1C (stereo not drawn)
  15	-0.3
N#Cc1ccc(/C=N/NC(=O)CCc2ccc(S(=O)(=O)N3CCOCC3)cc2)cc1
  14	-1.0
CCCn1c(N2CCN(S(=O)(=O)Cc3ccccc3)CC2)nc2ccccc21
  12	-0.1
CN(CC(=O)Nc1ccc(SC(F)F)cc1)C1CCCCC1
  25	-2.0
COc1ccc(NC(=O)Cn2c(-c3ccccc3)cc(C(C)=O)c2C)c(OC)c1
  58	-1.6
Cc1cc(OCC(=O)Nc2ccccn2)c2c(C)c(C)c(=O)oc2c1
  -4	-0.3
O=C(CCCCCNC(=O)c1ccccc1)N/N=C/c1ccco1
  5	-2.0
CCOC(=O)N1CCN(C(=O)COC(=O)Cc2ccc(OC)cc2)CC1
  15	-0.2
CCOC(=O)c1cnn(-c2ncnc3sc4c(c23)CCC4)c1N
  14	-2.0
CC1Cc2ccccc2N1c1ncnc2c1nnn2Cc1ccccc1Cl (stereo not drawn)
  30	0.0
COc1ccc(C(=O)/C=C(\N)C(F)(F)F)c(O)c1
  5	-0.6
O=C(Cn1c(C(F)(F)F)nc2ccccc21)N1CCCC1
  4	-1.2
CCOc1ccc(Cl)cc1CNCCCSc1ncccn1
  20	1.3
S=C(Cc1ccc(Cl)cc1)N1CCOCC1
  14	0.9
CN(C(=O)Nc1cnc2ccccc2c1)c1ccccc1
  9	0.6
CCc1ccc2[nH]c(=O)c(C3C(C#N)=C(N)Oc4c3ccc3cccnc43)cc2c1 (stereo not drawn)
  11	-1.2
O=C(CSc1nnc(NC(=O)c2c(F)cccc2F)s1)NC1CCCC1
  20	0.5
Cc1onc(-c2ccccc2)c1C(=O)NC(=S)NNC(=O)c1ccco1
  14	11
COCCN(Cc1cn[nH]c1-c1ccc2cc(OC)ccc2c1)C(C)C
  nt	6.0
Cc1ccc(S(=O)(=O)CCC(=O)OC(C)C(=O)NC2CCCCC2C)cc1 (stereo not drawn)
  0	-1.1
Cc1ccc(C2=NN(CCC(=O)NCCCN3CCOCC3)C(=O)CC2)cc1
  10	-0.1
CCN(Cc1ccccc1)S(=O)(=O)c1cc(C(=O)NC(C)C2CC3CCC2C3)ccc1OC (stereo not drawn)
  21	-1.2
COC(C(=O)Nc1ccnn1C1CCN(Cc2ccc(C)s2)CC1)c1ccccc1 (stereo not drawn)
  26	-1.3
CCc1nnc(NC(=O)Cn2nc(-c3ccccc3OC)ccc2=O)s1
  7	-1.7
COc1ccc(CCNC(=O)c2cc(S(=O)(=O)N3CCOCC3)ccc2N2CCCC2)cc1OC
  -6	-0.5
CC(C)CC(=O)c1c[nH]c(C(=O)NCCc2ccccn2)c1
  12	-0.8
O=C(NCC(O)CN1CCOCC1)c1ccc([N+](=O)[O-])cc1 (stereo not drawn)
  35	-1.2
CCc1nnc(NC(=O)c2ccc(COc3ccccc3Cl)o2)s1
  7	-0.1
Cc1ccc(C)c2[nH]c(=O)c(CN(Cc3cccnc3)C(=S)NCc3ccco3)cc12
  10	0.6
N#Cc1ccc(OCC(=O)Nc2ccc3[nH]c(=O)[nH]c3c2)cc1
  4	-1.4
CC(=O)NC(CC(=O)O)c1ccc(F)cc1 (stereo not drawn)
  13	-1.5
CCOc1ccc(CC(=O)NCC2(N3CCCCC3)CCCCC2)cc1
  6	-1.5
CC1(C)CC(CC(=O)O)C(=O)O1 (stereo not drawn)
  8	2.9
Clc1cccc(CN2COc3c(cc(Cl)c4cccnc34)C2)c1
  18	-2.5

(more compounds)
Sequence of screens: OX1R FRET antag	STK33 inh
COc1cc(OC)c2ccc(=O)oc2c1C(CC(=O)N1CCCC(C)C1)c1ccc2c(c1)OCO2 (stereo not drawn)
  13	-0.2
COc1ccc(Br)cc1C(=O)Nc1cccc2ncccc12
  44	-0.7
CCOC(=O)c1ccccc1NC(=O)c1cn(-c2ccc(C)c(C)c2)c(=O)c2ccccc12
  2	0.0
Cc1cc(C(=O)NCC(=O)O)c(C)o1
  -1	-3.4
CC(C)(C)c1nc2ccccc2c2nnc(SCC(=O)NCc3ccco3)n12
  16	0.1
Cc1ccc(CNC(=O)c2cccc(S(C)(=O)=O)c2)cc1
  10	-0.1
CCNS(=O)(=O)c1ccc(CCC(=O)N2CCN(c3cc(Cl)ccc3C)CC2)cc1
  6	-1.5
CCn1c(CNC(=O)c2ccccc2Br)nnc1SCC(=O)NC1=NCCS1
  28	-0.9
O=C(Nc1ccc(N2CCCC2)c(Cl)c1)c1cccnc1
  49	0.0
COc1ccc(OCCNc2cc(N3CCCCC3)ccc2[N+](=O)[O-])cc1
  28	0.5
Cc1c(C)c2c(OCC(=O)N[C@@H](CC(C)C)C(=O)O)cc3c(c2oc1=O)CCC(C)(C)O3
  nt	-2.1
CC(=O)COC(=O)CNC(=O)c1ccc(Br)cc1
  6	1.1
Cc1ccc(C(=O)NCC(=O)OCC(=O)c2ccc(Br)s2)cc1
  -4	-2.3
CC1(C)NC(=O)N(CC(=O)OCC(=O)c2ccc(Br)s2)C1=O
  8	-0.5
COCCNC(=O)C1CCCN(S(=O)(=O)c2c(C)noc2/C=C/c2cccs2)C1 (stereo not drawn)
  9	-2.1
Nn1cc(-c2ccccc2)nc1SCC(=O)Nc1cccc(S(N)(=O)=O)c1
  5	2.2
COc1cc(C2CC(=O)Nc3cc(C)c(C)cc32)cc(OC)c1OC (stereo not drawn)
  10	-0.7
O=S(=O)(c1ccc(Cl)cc1)N1CCN(Cc2c[nH]c3ccccc23)CC1
  15	-0.3
O=C(Nc1cc(Cl)ccc1Oc1ccccc1)c1ccc(F)cc1
  26	0.2

Screening data: PubChem BioAssay, several laboratories
